# Vif-A3G inh: blocks the Vif interaction with human APOBEC3G | 410,000 tested, 0.076% active | Q9HC16 | HeLa A3G-eYFP + Vif (tagged APOBEC3G with the HIV-1 protein that degrades it), YFP fluorescence, overnight | AID 602310 | Potency, µM (series often up to 46.1 µM), inactives show top-dose activity, negative = active, actives largely listed as inhibitors;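 further: potency means the concentration at half of the fitted maximal effect; on the % scale 0 is the no-effect control and ±100 the full control effect; nearly all actives have a fitted effect of over 60% in size; hits raise eYFP signal because A3G escapes Vif-driven loss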
# Target sequence (Q9HC16 whole entry, looked up): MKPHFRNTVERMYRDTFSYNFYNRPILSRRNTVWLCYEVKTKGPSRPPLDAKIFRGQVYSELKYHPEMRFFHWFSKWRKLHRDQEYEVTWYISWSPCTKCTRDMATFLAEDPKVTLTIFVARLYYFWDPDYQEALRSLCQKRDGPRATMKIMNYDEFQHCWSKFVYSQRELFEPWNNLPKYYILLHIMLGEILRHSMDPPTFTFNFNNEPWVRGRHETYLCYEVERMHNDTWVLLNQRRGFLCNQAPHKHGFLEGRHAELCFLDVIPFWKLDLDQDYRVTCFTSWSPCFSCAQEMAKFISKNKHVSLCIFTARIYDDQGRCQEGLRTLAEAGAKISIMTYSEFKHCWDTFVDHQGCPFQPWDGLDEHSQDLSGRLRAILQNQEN
#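 HeLa cells stably expressing Vif and C-terminally eYFP-tagged A3G, seeded overnight at 37 deg C, then exposed to compound by pintool overnight at 37 deg C. Rise in yellow fluorescence (Ex 488/Em 500-530, Acumen) marks blocked Vif-driven A3G degradation.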
# RGS4 inh: blocks human RGS4-accelerated GTP hydrolysis; P49798; Transcreener GDP fluorescence polarization, RGS4-accelerated GTP hydrolysis; Potency, µM (titrated, usually from 114 µM), for the others: at the top dose activity change, negative = inhibition, most hits filed as inhibitors; 390,000 tested, 0.039% active; further: potency means the concentration at half of the fitted maximal effect; on the % scale 0 is the no-effect control and ±100 the full control effect; nearly all actives have a fitted effect of over 75% in size; some results filed as inactive show a strong effect at the top dose
# Target sequence (P49798 whole entry, looked up): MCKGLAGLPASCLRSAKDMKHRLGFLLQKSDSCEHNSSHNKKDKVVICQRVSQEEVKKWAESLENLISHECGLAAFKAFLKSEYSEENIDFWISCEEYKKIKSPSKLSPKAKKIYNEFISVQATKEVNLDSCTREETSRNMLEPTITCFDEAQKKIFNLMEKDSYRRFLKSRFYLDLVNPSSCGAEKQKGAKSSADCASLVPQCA
#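 MLSMR compounds (23 nl, pin-transferred) preincubated 10 min at room temperature with a 500nM (2x) first reagent, then RGS4 at 900nM (2x) plus Transcreener GDP mix added; fluorescence polarization (620/688 nm) read before and after 90 min at 30 °C.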
# Glioma ERSR ind: ER stress response induction in glioma. Potency, µM, for the others: at the top dose activation, usual class: activators. 420,000 tested, 0.02% active. U87-MG GRP78 promoter luciferase reporter, 16 h. AID 602332; further: potency means the concentration at half of the fitted maximal effect; series mostly up to about 76 µM; % of control where 0% means no effect; nearly all actives have a fitted effect of over 35% in size
#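 Stably transfected U87-MG glioma cells carrying a GRP78-based luciferase sensor; 16 h compound incubation. Luminescence end-point read 10 min after Bright-Glo addition at room temperature.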
# USP1-UAF1 inh: blocks the human USP1/UAF1 deubiquitinase complex; 390,000 tested, 0.23% active; Potency, µM (series often up to 57.1 µM), without a hit: top-dose activity change, negative = inhibition, actives largely listed as inhibitors; recombinant USP1/UAF1, Ub-Rhodamine cleavage fluorescence; O94782; AID 743255; further: potency means the concentration at half of the fitted maximal effect; on the % scale 0 is the no-effect control and ±100 the full control effect; nearly all actives have a fitted effect of over 60% in size; inactives centre near -12
#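 1 nM enzyme complex + cpd, 15 min RT; start with Ub-Rho 150nM final; kinetic fluorescence ex 480/em 540, 6 reads q60 s. Buffer 50mM HEPES pH 7.8, 0.5mM EDTA, 0.1 mg/ml BSA, 1mM TCEP, 0.01% Tween-20.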
# Vif-A3F inh: blocks the Vif interaction with APOBEC3F; HeLa A3F-eYFP + Vif (tagged APOBEC3F with the HIV-1 protein that degrades it), YFP fluorescence increase; Potency, µM (doses to about 46.1 µM), for the others: at the top dose activity, negative = active; AID 602313; 390,000 tested, 0.2% active; further: potency means the concentration at half of the fitted maximal effect; % of control where 0% means no effect; nearly all actives have a fitted effect of over 65% in size
#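 Fluorescence increase (Ex 488/Em 500-530) after overnight compound treatment at 37 deg C flags inhibition of Vif-driven A3F-eYFP loss in stable HeLa A3F-eYFP/Vif cells seeded overnight beforehand.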
# TrxR1 inh: inhibitors of rat thioredoxin reductase 1; 390,000 tested, 1% active; Potency, µM (highest dose often 114 µM), without a hit: at the highest dose activity change, negative = inhibition, usual class: inhibitors; O89049; recombinant rTrxR1, NADPH fluorescence consumption, selenite substrate; further: potency means the concentration at half of the fitted maximal effect; on the % scale 0 is the no-effect control and ±100 the full control effect; nearly all actives have a fitted effect of over 65% in size
# Target sequence (O89049 whole entry, looked up): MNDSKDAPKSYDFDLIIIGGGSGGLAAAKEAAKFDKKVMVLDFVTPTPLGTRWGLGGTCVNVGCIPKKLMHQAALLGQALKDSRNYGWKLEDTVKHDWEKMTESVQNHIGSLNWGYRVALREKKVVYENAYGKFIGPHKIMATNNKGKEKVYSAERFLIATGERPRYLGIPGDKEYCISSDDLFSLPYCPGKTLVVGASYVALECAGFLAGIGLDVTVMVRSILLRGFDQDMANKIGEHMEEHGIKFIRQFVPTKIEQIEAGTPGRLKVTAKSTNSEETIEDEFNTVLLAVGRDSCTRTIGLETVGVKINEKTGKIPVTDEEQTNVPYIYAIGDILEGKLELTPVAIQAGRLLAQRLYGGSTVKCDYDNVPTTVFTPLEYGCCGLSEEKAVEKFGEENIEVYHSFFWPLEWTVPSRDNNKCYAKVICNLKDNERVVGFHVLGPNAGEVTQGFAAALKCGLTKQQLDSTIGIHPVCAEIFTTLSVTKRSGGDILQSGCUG
#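 Rat TrxR1 (90 nM in the dispensed reagent) was pre-reduced with 400 uM NADPH for 5 min at room temperature, then incubated with compound for 15 min. After 400 uM selenite was added, NADPH fluorescence (Ex 340/Em 450 nm) was followed for 8 min.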
# IDH1 R132H inh: human IDH1 R132H inhibition. O75874. IDH1-R132H enzyme, NADPH consumption, diaphorase/resazurin fluorescence. Potency, µM (highest dose often 76.6 µM), without a hit: top-dose activity change, negative = inhibition, actives largely listed as inhibitors. 390,000 tested, 0.093% active. AID 602179; further: potency means the concentration at half of the fitted maximal effect; on the % scale 0 is the no-effect control and ±100 the full control effect; nearly all actives have a fitted effect of over 65% in size
#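 IDH1-R132H (0.5 ug/mL) preincubated 30 min with compound, then NADPH (0.016 mM) and alpha-KG (2 mM) added; 80 min at RT, pH 7.5. Remaining NADPH coupled via diaphorase/resazurin to fluorescence (540/590 nm); concentration-response curves normalized to no-enzyme control.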
# TrxR1 substrate: rat thioredoxin reductase 1 substrate activity. O89049. 390,000 tested, 0.01% active. purified TrxR1 substrate turnover, NADPH consumption readout. Potency, µM (highest dose often 114 µM), for the others: at the highest dose activity change, negative = substrate turnover; further: potency means the concentration at half of the fitted maximal effect; on the % scale 0 is the no-effect control and ±100 the full control effect; nearly all actives have a fitted effect of over 50% in size
#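 Rat TrxR1, dispensed at 90 nM, was prereduced with 400 uM NADPH (final) for 5 min at ~22 deg C, then incubated with compound 15 min before 400 uM selenite. A first-read NADPH fluorescence drop versus no-compound background flagged substrates.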
# LDHA block: blocks human lactate dehydrogenase A; P00338; purified LDHA, NADH/diaphorase-resazurin fluorescence; active compounds read low; activity change, % (values are at about 110 or 230 µM); 480,000 tested, 0.15% active; AID 1347041; in the data active means activity change below about -30%; inconclusive means mostly about -25% to -30%;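 further: plate controls were DMSO wells for no effect and wells without enzyme for full effect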
#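 Resorufin fluorescence (ex540/em590), read at 0 and 20 min after diaphorase/resazurin addition, reports the NADH left after a 5 min room-temperature reaction of 2 nM human LDH5 with 0.06 mM NADH and 0.2 mM pyruvate.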
# An asterisk follows results filed as active; u = inconclusive; x = not tested or not shown; & = joins results of further samples; [ ] = another dose, or the depositor's remark. Unless noted, the call rests on the fitted dose curve; in most records, active means well fitted curve in the direction sought with a large enough effect; inconclusive means small, poorly fitted or top-dose-only effect, or another doubt; inactive means no such curve, though single readings can be large; an effect the other way counts as inactive or inconclusive.
Compound,Vif-A3G inh,RGS4 inh,Glioma ERSR ind,USP1-UAF1 inh,Vif-A3F inh,TrxR1 inh,IDH1 R132H inh,TrxR1 substrate,LDHA block
Cc1ccc(CNC(=O)CSc2ncc(C(=O)Nc3ccccc3)c(=O)n2C)cc1,3%,-2%,-1%,-19%,-12%,0%,3%,29%,-4
CCOC(=O)N1CCN(C(=O)c2cc3sccc3n2C)CC1,-1%,16%,-4%,-15%,-12%,8%,4%,0%,1
O=C(Nc1ccc(Cl)cc1)C(c1ccccc1)N1CCOCC1 (stereo not given),-2%,26%,-1%,-20%,3%,16%,-3%,1%,-7
COc1ccc(C(=O)NC2CCN(C(=S)NCc3ccco3)CC2)cc1,1%,-18%,0%,1%,1%,23%,-4%,6%,2
COc1ccc(CN2CCN(C(=O)C3CC(=O)N(C4CCCCCC4)C3)CC2)c(OC)c1OC (stereo not given),-1%,-8%,3%,4%,-3%,-21%,6%,-4%,-1
Cc1ccc(C(=O)NCC(=O)NCc2ccccc2F)s1,1%,-4%,-4%,-19%,-24%,15%,1%,5%,-3
O=c1c2ccccc2nnn1CSc1nnc(-c2ccc3c(c2)OCO3)o1,-11%,16%,4%,-13%,-6%,13%[57.1 µM],-1%,6%[57.1 µM],-9
Cc1cccc([C@H](NC(=O)OC(C)(C)C)C(=O)OC(C)(C)C)c1,2%,7%,4%,-2%,-4%,1%,6%,-12%,1
COc1ccc(NC(=O)CCS(=O)(=O)c2nc(-c3cccs3)cc(C(F)(F)F)n2)cc1,u,-27%,-10%,-5%,7%,13µM*,-6%,13%[2.29 µM],-1
CCc1c(C)sc2c1CCN(Cc1ccc(F)cc1)C2c1ccccc1 (stereo not given),2%,-14%,-1%,-27%,1%,14%[57.1 µM],13%,8%[57.1 µM],-10
CCOc1ccc(NC(=O)c2cccnc2C(=O)O)cc1,0%,-12%,3%,-12%,-7%,18%[57.1 µM],0%,7%[57.1 µM],-1
O=C(N/N=C/C=C/c1ccco1)c1ccncc1,3%,u,3%,-11%,11µM*,40µM*,-3%,-14%,4
CN1CCC(NC(=O)c2cccc(Oc3ccccc3)c2)CC1,1%,8%,-2%,-17%,-8%,12%,4%,4%,-11
COc1cc(C(=O)N/N=C/c2cn(Cc3cccc(F)c3)c3ccccc23)ccc1O,-19%,-22%,1%,-15%,6%,-14%,-3%,-6%,1
Cc1ccc(S(=O)(=O)N/N=C/c2ccc(C(=O)O)cc2)cc1,-1%,-20%,-2%,-11%,1%,-15%,6%,-12%,-1
COC(=O)C1=C(C)NC(=O)CC1c1cc(Br)ccc1F (stereo not given),3%,-29%,3%,-10%,-7%,3%,9%,5%[57.1 µM],1
COc1ccc(C(=O)COc2ccc(F)cc2)c(O)c1C,0%,-9%,2%,u,5%,20%[57.1 µM],2%,2%,-1
Cc1cccc(NC(=O)Nc2ccc(F)cc2)n1,2%&7%,0%&25%,5%&1%,-21%&-2%,1%&9%,8%&-1%,0%&19%,1%&-9%,-2&-7
CSc1ccccc1NC(=O)CSCc1ccc(Br)cc1,0%,51%,-4%,-20%,-1%,-2%,4%,-8%,-1
Cc1ccc(OCC(=O)Nc2cc(NC(=O)COc3ccc(C)c(C)c3)cc(C(=O)O)c2)cc1C,0%,2%,0%,-15%,8%,11%,0%,-5%,-17
CN1CCN(CCCNC(=O)c2ccc(/C=C3\Oc4ccccc4N(Cc4ccccc4F)C3=O)cc2)CC1,u,-35%,-8%,-5%,-8%,29%,6%,91%[activator],-2
Cc1cn(-c2cc(NC(=O)c3ccc(C)c(NC(=O)c4cccc(-c5cn[nH]c(=O)c5)c4)c3)cc(C(F)(F)F)c2)cn1,0%,u,-6%,-8%,3%,5%[57.1 µM],-11%,4%[57.1 µM],0
COC(=O)c1ccc2c(=O)n(CCN3CCOCC3)c(=S)[nH]c2c1,1%,25%,-3%,-10%,-4%,1%,3%,4%,1
CCCCN1C[C@H](c2ccccc2)[C@@H](CC(=O)NC)C1=O,-1%,x,1%,-19%,-3%,x,10%,x,-3
Cc1cc(Cl)ccc1NC(=O)Cn1cncn1,-8%,18%,-1%,-10%,10%,6%,-1%,1%,-4
Cc1cc(=O)n2nc(N3CCC(C(=O)NCc4ccccc4F)CC3)sc2n1,2%&4%,0%&-5%,-3%&-1%,-25%&-25%,-17%&-3%,17%&6%,-2%&0%,1%&-2%,-5&-6
COc1ccccc1C(=O)C1CCCN(C(=O)c2cc(CC(C)C)nc(C)n2)C1 (stereo not given),0%,-4%,-1%,-10%,-1%,1%,-9%,7%,-3
COc1ccc(CNC(=O)CCCCCn2c(=O)[nH]c3ccccc3c2=O)cc1,-2%,-8%,-2%,-14%,-4%,18%[57.1 µM],9%,1%[57.1 µM],2
CC(C)(CO)CNC1CCCN(C2Cc3ccccc3C2)C1 (stereo not given),-43%,-19%,-5%,-21%,16%,6%,-2%,1%,-10
CCOC(=O)c1c(C)oc2ncnc(N3CCN(c4ccccc4F)CC3)c12,-2%,12%,-2%,u,2%,20%[57.1 µM],-11%,3%[57.1 µM],4
CCCCn1c(SCC(=O)NCc2ccco2)nc2ccccc2c1=O,-1%,-31%,-3%,-21%,0%,-2%,4%,6%,-4
CCCCn1c(=O)cc(O)c2ccccc21,2%,-27%,-3%,-6%,-24%,-14%[57.1 µM],4%,5%[57.1 µM],4
CCNC(=O)NC(=O)C(C)On1nnc2ccc(S(=O)(=O)N(CC)CC)cc21 (stereo not given),-5%,3%,7%,-13%,-7%,-6%,-4%,-8%,-9
CCOc1ccccc1C(c1c(C)n(C)n(-c2ccccc2)c1=O)c1c(C)n(C)n(-c2ccccc2)c1=O,-2%,0%,-3%,-14%,0%,27%,-9%,-1%,-3
COc1ccc(N=C2NC(=O)/C(=C\C=C\c3ccco3)S2)cc1,-15%,u,10%,-26%,-20%,-47%,-4%,-8%,-5
COc1ccc(CCNC(=S)Nc2ccc(C)cc2C)cc1,0%,20%,-2%,-16%,-4%,-2%,-5%,0%,-5
O=C(OCC1COc2ccccc2O1)c1c(F)cccc1F (stereo not given),1%,0%,3%,-17%,2%,28%,0%,8%,0
C[C@@H]1CN([C@@H](C)CO)C(=O)CCCn2nncc2CO[C@H]1CN(C)Cc1ccc(Cl)c(Cl)c1,-1%,x,-4%,-16%,1%,x,1%,x,-4
COc1ccc(C(CNC(=O)COc2ccc(Br)cc2F)N2CCCC2)cc1 (stereo not given),-4%,4%,2%,-13%,3%,19%[57.1 µM],5%,8%[57.1 µM],-1
CC(C)Oc1ccc2c(c1)OC(c1ccccc1)(C(F)(F)F)NC2=O (stereo not given),3%,-3%,-3%,-21%,-14%,6%[57.1 µM],3%,7%[57.1 µM],-1
COc1ccc(NC(=O)C2CCC(CNS(=O)(=O)c3cccc4nsnc34)CC2)cc1OC (stereo not given),4%,7%,-5%,-20%,-6%,3%,-1%,-9%,2
Cc1nc(Nc2ccc(Br)cc2Br)c([N+](=O)[O-])c(=O)[nH]1,-1%,-20%,-3%,x,0%,-7%,x,-1%,-1
CCOc1ccc(CNC(=O)C2Cc3ccccc3N2C(=O)CC)cc1 (stereo not given),0%,-15%,-3%,-23%,3%,4%[57.1 µM],11%,-4%[57.1 µM],2
CC(=O)N(C)C[C@@H]1Oc2ncc(Br)cc2C(=O)N([C@H](C)CO)C[C@@H]1C,-3%,x,0%,-28%,-5%,x,-1%,x,-34*
CC1CCCN(C(=O)COC(=O)c2cc(Br)ccc2O)C1 (stereo not given),-2%,-24%,0%,-20%,2%,-11%,8%,-11%,-4
O=c1c2ccccc2nc(-c2ccco2)n1/N=C/c1ccco1,-2%,4%,-2%,-15%,-8%,3%[57.1 µM],12%,-3%,4
COc1ccc(CCN2CC(C(=O)NCc3ccccc3)CCC2=O)cc1 (stereo not given),3%,3%,-1%,-6%,-8%,22%,1%,0%,-6
COc1ccc2[nH]c(=O)c(COC(=O)c3ccco3)cc2c1,-1%,-3%,-1%,-28%,-4%,u,10%,5%,-5
CCOC(=O)c1oc2ccc(S(=O)(=O)n3nc(-c4cc(OCC)c(OCC)c(OCC)c4)cc3N)cc2c1C,-4%,-10%,-3%,-16%,-1%,36%,-23%,-2%,-3
CC1CCN(C2CC(=O)N(c3ccc(Br)cc3Br)C2=O)CC1 (stereo not given),2%,5%,-2%,-2%,11%,-11%,-6%,-3%,-4
Cc1ccc(Cn2ccc(NC(=O)c3noc4c3CCCCC4)n2)cc1,-1%,-26%,4%,-21%,-2%,3%,2%,-7%,0
CC(C(=O)NCc1ccccc1)N1C(=O)C2CC=C(Cl)CC2C1=O (stereo not given),1%,-18%,-4%,-19%,-5%,2%[57.1 µM],-2%,12%[57.1 µM],2
COC(=O)CN(c1ccccc1)S(=O)(=O)c1ccc(F)cc1,2%,12%,-4%,-7%,4%,15%[57.1 µM],9%,17%[57.1 µM],-3

# This is a subset. The share of hits here may be higher or lower than overall.
